KB-V1 cytotox: KB-V1 MDR subline cytotoxicity; KB-V1 MDR cells viability, CellTiter-Glo, 72 h; Potency, µM (series often up to 46.1 µM), inactives show at the highest dose activity change, negative = cytotoxicity, most hits filed as cytotoxic; hit rate 3.4% among 400,000; AID 1347076; also: % is scaled to controls: 0 for no effect and ±100 for the full control effect; nearly all actives have a fitted effect of over 60% in size
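Following 72 h at 37 degrees C with compound, KB-V1 cell viability was read by CellTiter-Glo luminescence, medium being phenol-red-free DMEM plus 10% FBS; concentration-response parameters came from normalized, curve-fitted qHTS data.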
GLP1R ag: agonists of human GLP-1 receptor | P43220 | HEK293 GLP-1R CRE-luciferase, luminescence, 4-6 h; cells express a hypersensitive GLP-1R form | Potency, µM (top dose mostly 45.6 µM), inactives show at the top dose activation, usual class: activators | hit rate 0.007% among 380,000 | AID 624172; also: % of control where 0% means no effect
Target sequence (P43220 whole entry, looked up): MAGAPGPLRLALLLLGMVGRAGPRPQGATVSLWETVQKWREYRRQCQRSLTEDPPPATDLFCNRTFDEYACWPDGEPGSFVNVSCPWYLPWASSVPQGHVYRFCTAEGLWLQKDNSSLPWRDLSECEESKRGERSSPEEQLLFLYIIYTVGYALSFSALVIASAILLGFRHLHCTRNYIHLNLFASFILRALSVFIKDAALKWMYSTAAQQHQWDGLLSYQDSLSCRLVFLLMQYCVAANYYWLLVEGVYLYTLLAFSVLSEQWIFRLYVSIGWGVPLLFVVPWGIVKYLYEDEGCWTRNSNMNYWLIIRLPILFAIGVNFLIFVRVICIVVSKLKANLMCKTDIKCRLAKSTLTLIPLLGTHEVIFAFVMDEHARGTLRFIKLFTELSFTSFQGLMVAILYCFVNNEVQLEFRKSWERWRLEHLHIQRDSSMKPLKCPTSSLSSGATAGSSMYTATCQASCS
GLP-1R inv ag: acts as inverse agonist at human GLP-1 receptor; P43220; HEK293 GLP-1R CRE-luciferase, luminescence, 24 h; GLP-1R form is constitutively active; Potency, µM (highest dose often 38.3 µM), for the others: top-dose activity change, negative = inhibition, usual class: inhibitors; hit rate 1.6% among 410,000; also: % is scaled to controls: 0 for no effect and ±100 for the full control effect; nearly all actives have a fitted effect of over 55% in size
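HEK293 cells stably co-expressing constitutively active GLP-1R and a cAMP-responsive luciferase reporter were seeded in DMEM with 10% Nu serum, given compounds after 12 h, and incubated 24 h at 37 deg C. Luminescence was then read.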
SW480 rereplic: inducers of DNA re-replication in SW480 colon cancer cells | SW480 DNA re-replication, Hoechst DNA content imaging, 48 h | Potency, µM (highest dose often 46.1 µM), without a hit: at the top dose re-replication activation, hits mostly activators | hit rate 1.8% among 340,000; also: % of control where 0% means no effect; nearly all actives have a fitted effect of over 55% in size
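Cells (250 per well) received 23 nL compound or DMSO by pin tool and were kept 48 hr at 37 C, 5% CO2. Nuclei were then stained with Hoechst for 40 min and scanned for DNA content.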
HT1080NT lethal: kills 2HG-producing HT-1080-NT fibrosarcoma cells; AID 686970; HT-1080-NT fibrosarcoma viability, CellTiter-Glo ATP luminescence, 48 h; Potency, µM (top dose mostly 46.1 µM), for inactives: at the highest dose activity, negative = less viability, most hits filed as cytotoxic; hit rate 1.6% among 360,000;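 also: NT is the 2HG producing partner of a matched IDH1 knockdown line; 0% = DMSO-treated cells and -100% = media-only wells without cells; nearly all actives have a fitted effect of over 55% in size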
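HT-1080-NT fibrosarcoma cells (2HG-overproducing), 750 cells/well in RPMI with 5% FBS, dosed after 2 h and incubated 48 h at 37C. CellTiter-Glo luminescence normalized to DMSO and no-cell wells; concentration-response curves fitted and classed.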
TDP43 rescue: TDP-43 toxicity inhibition in yeast | TDP-43 expressing yeast growth rescue, BacTiter-Glo, 24 h | Potency, µM (highest dose often 46.1 µM), for the others: at the highest dose growth rescue (activation), actives largely listed as activators | hit rate 1.8% among 410,000 | AID 652104; also: % of control where 0% means no effect; nearly all actives have a fitted effect of over 50% in size
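Readout is BacTiter-Glo luminescence of cell growth, so inhibitors register as activators. TDP-43-expressing yeast at OD600=0.02 in galactose medium, after raffinose pregrowth to mid-log, were incubated with compound for 24 hr at 30 deg C.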
HT1080 IDH1KD tx: toxicity to HT-1080 IDH1 knockdown cells (counter line); HT-1080 IDH1 knockdown viability, ATP luminescence, 48 h; Potency, µM (doses to about 46.1 µM), for inactives: at the highest dose activity, negative = toxicity, usual class: cytotoxic; hit rate 2% among 360,000;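 also: 0% = DMSO wells and -100% = cell-free medium wells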
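Assay cells: HT-1080 with IDH1 knockdown, 750 per well, RPMI/5% FBS. Exposure: 48 h at 37 °C following 2 h pre-incubation. Read: CellTiter-Glo luminescence; fitted concentration-response, curve class assigned.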
HEK293 tox: cytotoxicity in counter-screen for GLP-1R inverse agonists; HEK293 cAMP-luciferase reporter cells, luminescence, 24 h; Potency, µM (doses to about 38.3 µM), for inactives: at the highest dose activity change, negative = inhibition, actives largely listed as inhibitors; hit rate 0.13% among 410,000; AID 624418;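 also: loss of luciferase light is scored as toxicity; % is scaled to controls: 0 for no effect and ±100 for the full control effect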
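To flag toxic compounds, the library was rerun on cells for 24 hr at 37 deg C and 5% CO2. Viability-linked luminescence was captured 12 min after adding luciferase detection reagent.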
KB-3-1 cytotox: kills parental KB-3-1 adenocarcinoma cells. hit rate 1.4% among 400,000. Potency, µM (series often up to 46.1 µM), for inactives: at the highest dose activity change, negative = cytotoxic, actives largely listed as cytotoxic. KB-3-1 viability, CellTiter-Glo ATP luminescence, 72 h; also: % is scaled to controls: 0 for no effect and ±100 for the full control effect; nearly all actives have a fitted effect of over 60% in size
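Cytotoxicity measured as CellTiter-Glo luminescence after 72 h at 37 C. Compound titrations were pinned onto drug-naive KB-3-1 parental adenocarcinoma cells grown in DMEM with 10% FBS, and normalized data fitted to concentration-response curves.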
* hit, by the source's call; u = inconclusive; x = no result given; & = joins results of further samples; [ ] = another dose, or the depositor's remark. Calls follow the shape of the dose curve; as a rule, active = well fitted curve in the direction sought with a large enough effect; inconclusive = small, poorly fitted or top-dose-only effect, or another doubt; inactive = no such curve, though single readings can be large; an effect the other way counts as inactive or inconclusive. Potency is read from the fitted curve at half-maximal effect.

Start of the data: the first 2 compounds (preview)
SMILES	KB-V1 cytotox	GLP1R ag	GLP-1R inv ag	SW480 rereplic	HT1080NT lethal	TDP43 rescue	HT1080 IDH1KD tx	HEK293 tox	KB-3-1 cytotox
Cc1ccc(-c2ccc(CN3C(C(C)C)C(=O)N(Cc4cn(CC5CCCCC5)nn4)CCS3(=O)=O)cc2)cc1 (stereo not given)	-28%	0%	u	x	u	9%	u	4%	-5%
CC(=O)Nc1ccc(CN2CCN(CCC(C)C)C(CCO)C2)cc1 (stereo not given)	3%	-1%	1%	2%	-3%	x	6%	-9%	-1%

This part in full, repeating the preview:
SMILES	KB-V1 cytotox	GLP1R ag	GLP-1R inv ag	SW480 rereplic	HT1080NT lethal	TDP43 rescue	HT1080 IDH1KD tx	HEK293 tox	KB-3-1 cytotox
Cc1ccc(-c2ccc(CN3C(C(C)C)C(=O)N(Cc4cn(CC5CCCCC5)nn4)CCS3(=O)=O)cc2)cc1 (stereo not given)	-28%	0%	u	x	u	9%	u	4%	-5%
CC(=O)Nc1ccc(CN2CCN(CCC(C)C)C(CCO)C2)cc1 (stereo not given)	3%	-1%	1%	2%	-3%	x	6%	-9%	-1%
COc1ccc(-c2sc3ccc(N4CCOCC4)cc3c2C#CC2(O)CCCCC2)cc1	5%	u	u	u	21µM*	10%	u	4%	u
CCN(CC(=O)Nc1ccccc1OC)C(=O)C1CCCC1	13µM*	-2%	1%	2%	10%	24%	2%	-7%	-8%
CC1CN(Cc2cn(C)nc2-c2ccc(Oc3ccccc3)cc2)CCN1C (stereo not given)	u	2%	-8%[7.66 µM]	0%	u	-4%	u	14%[7.66 µM]	8%
CN1N=C(C(C)(C)C)CC1=O	2%	0%	54%[activator]	18%	u	-7%	18µM*	2%	-8%
COc1ccc(NC(=S)Nc2ccccc2SC)c(OC)c1	-26%	8%	18%	1%	5%	u	2%	-3%	-11%
Cc1ccc(NC(=S)NCCN2CCOCC2)cc1C	u	3%	7%	-20%	8%	-7%	22%	-1%	11%
CN(C)CCCC(C)(O)C(Cc1ccccc1)c1ccccc1 (stereo not given)	-29%	7%	0%	-1%	-14%	-34%	-9%	-3%	-2%
CC1Cc2cc(S(=O)(=O)N3CCN(c4ccccc4F)CC3)ccc2N1C(=O)C1CC1 (stereo not given)	-21%	-4%	-21%	-7%	-20%	u	-22%	-3%	u
O=C(NC1CCCCCCC1)c1ccccc1O	1%	-1%	u	-2%	-14%	-12%	-11%	3%	-9%
CCOc1cc(N2CCOCC2)c(OCC)cc1NC(=O)CN1C(=O)NC2(CCc3ccccc32)C1=O (stereo not given)	13%	6%	6%	3%	-7%	22%	-2%	-13%	-2%
O=C(CSc1nc2ccc(Cl)cc2[nH]1)c1cccs1	-6%	5%	16%	-15%	-6%	11%	-1%	6%	1%
Cc1nc(SCC(=O)NC(=O)NCCC(C)C)c2c(-c3cccs3)csc2n1	-3%	5%	13%	6%	-6%	-1%	-5%	-11%	-24%
Cc1ccccc1CCNC(=O)CCn1nc(C)c2c(C)n(-c3ccccc3)nc2c1=O	7%	18%	-10%	-22%	3%	-11%	4%	-8%	8%
Cc1cccc(C)c1NC(=O)c1ccccc1C(=O)O	-3%	0%&-3%	7%	-11%&-2%	18%	5%	20%	-1%	13%
Cc1onc(-c2ccccc2)c1-c1nnc(CN2CCN(S(=O)(=O)c3ccccc3F)CC2)o1	3.3µM*	0%	-25%	-6%	-3%	u	0%	-32%	u
CCOc1ccccc1NC(=O)C(CC)Sc1nc2ccsc2c(=O)n1CCC(=O)O (stereo not given)	-12%	8%	20%	2%	-16%	5%	-8%	5%	-2%
COc1ccc(NC(=O)c2ccc(-n3cncn3)c([N+](=O)[O-])c2)cc1	19%	7%	4%	-6%	u	-19%	16%	-13%	0%
Nc1ccccc1-c1ccccc1N	12%	-3%	0%	-6%	2%	u	16%	8%	10%
Cn1cc(S(=O)(=O)Nc2cccc(F)c2)c(=O)n(C)c1=O	21%	-6%	8%	-14%	11%	u	3%	17%	1%
COc1ccc(Cl)cc1C(=O)NCc1nc(-c2cccc(C)c2)no1	-17%	x	-24%	x	x	12%	x	-12%	-36%
O=C(NCC1CCCO1)c1cccc(-n2cnnn2)c1 (stereo not given)	7%	-5%	5%	-5%	14%	-4%	13%	3%	26%
O=C(COC(=O)[C@H](Cc1ccccc1)NC(=O)c1ccco1)Nc1ccccc1	3%	8%	-6%	-2%	11%	u	7%	-3%	-1%
COc1ccccc1NC(=O)C(Cc1ccccc1)NS(=O)(=O)c1cccc2nsnc12 (stereo not given)	-10%	x	u	x	x	5%	x	1%	4%

Sorted by heavy-atom count (falling): part of the list above
SMILES	KB-V1 cytotox	GLP1R ag	GLP-1R inv ag	SW480 rereplic	HT1080NT lethal	TDP43 rescue	HT1080 IDH1KD tx	HEK293 tox	KB-3-1 cytotox
COc1ccccc1NC(=O)C(Cc1ccccc1)NS(=O)(=O)c1cccc2nsnc12 (stereo not given)	-10%	x	u	x	x	5%	x	1%	4%
CCOc1ccccc1NC(=O)C(CC)Sc1nc2ccsc2c(=O)n1CCC(=O)O (stereo not given)	-12%	8%	20%	2%	-16%	5%	-8%	5%	-2%
CC(=O)Nc1ccc(CN2CCN(CCC(C)C)C(CCO)C2)cc1 (stereo not given)	3%	-1%	1%	2%	-3%	x	6%	-9%	-1%
O=C(NCC1CCCO1)c1cccc(-n2cnnn2)c1 (stereo not given)	7%	-5%	5%	-5%	14%	-4%	13%	3%	26%
O=C(NC1CCCCCCC1)c1ccccc1O	1%	-1%	u	-2%	-14%	-12%	-11%	3%	-9%

(more compounds)
SMILES	KB-V1 cytotox	GLP1R ag	GLP-1R inv ag	SW480 rereplic	HT1080NT lethal	TDP43 rescue	HT1080 IDH1KD tx	HEK293 tox	KB-3-1 cytotox
COC(=O)C1=NNC(C(=O)c2ccco2)C1c1ccc(OC)cc1 (stereo not given)	-19%	2%	11%	-16%	-7%	-2%	3%	6%	-7%
CN1OC(CC(=O)O)N(c2ccc(Cl)cc2)C1=O (stereo not given)	25%	-10%	0%	-6%	11%	-11%	9%	-17%	-1%
O=C(c1ccco1)N1CCN(C(=S)NC2CC3CCC2C3)CC1 (stereo not given)	u	21%	5%	-7%	-3%	-2%	-5%	-2%	5%
COc1ccc(CCNC(=O)CCc2cn(C)c3ccccc23)c(OC)c1OC	0%	16%	-29%	1%	4%	-3%	-2%	0%	1%
O=C(Nc1ccc(F)cc1)N1CCN(CCc2ccccc2)CC1	-4%	8%	-32%	-14%	6%	-2%[0.397 µM]	3%	-2%	18%
CSc1nc(C)c(C(=O)Nc2ccccc2)c(-c2ccco2)c1C#N	-16%	-3%	u	-16%	-9%	7%	-8%	-12%	-15%
CCc1ccc(CN2CCC(N3CCC(C(=O)N4CCCC4)CC3)CC2)o1	-1%	0%	-15%	0%	-12%	14%	4%	-2%	5%
O=C(CSc1nncs1)NC(=O)NC1CCCC1	-10%	7%	6%	10%	2%	-6%	1%	2%	0%
COc1ccc(-c2noc(CN(C)Cc3ccc(C)o3)n2)cc1	-4%	0%	-14%	1%	9%	4%	-4%	-2%	-6%
O=C(O)C1CC=CCC1C(=O)NCCCN1CCCC1=O (stereo not given)	21%	2%	17%	-13%	2%	-2%	14%	-5%	-1%
CC(C)CCCCCCCCCCCCC(=O)NCC(=O)NC1C(O)C(O)C(Nc2ncnc3nc[nH]c23)OC1C(O)CO (stereo not given)	0.16µM*	-27%	-70%	u	u	15%	0.16µM*	-15%	0.18µM*
O=C(O)CCc1ccc(-c2ccccc2)n1-c1cccc(Br)c1	0%	x	-18%	x	x	u	x	15%	6%
CCc1nnc(NC(=O)CN2C(=O)/C(=C/c3cc(OC)c(OC)c(OC)c3)SC2=S)s1	14%	0%	25%	1%	-23%	11%	u	7%	13%
COc1cccc(C(=O)Cn2c(N3CCCCC3)nc3c2c(=O)n(C)c(=O)n3C)c1	-20%	-2%	6%	-16%	-1%	-4%	8%	-9%	-1%
N#CCSc1ccccc1NC(=O)COC(=O)CCN1C(=O)C2CC=CCC2C1=O (stereo not given)	20%	0%	-3%	-2%	4%	-11%	4%	3%	5%
C=CCN(CC=C)C(=O)Nc1ccc2nc(C)sc2c1	-7%	11%	4%	-437%[inhibitor]	10%	-10%	16%	-2%	18%
Clc1ccc(Nc2c(-c3ccccc3Cl)nc3ccc(Cl)cn23)cc1	-3%	x	-5%	x	x	-7%	x	0%	-18%
CCc1ccc(C2=NN(CCC(=O)NC(C)c3ccc4c(c3)OCCO4)C(=O)CC2)cc1 (stereo not given)	1%	7%	3%	u	-1%	13%	-3%	0%	20%
CCSCc1nnc(SCC(=O)Nc2ccc(OC)cc2)n1C	4%	0%	1%	0%	-26%	21%	-23%	22%	16%

In a second layout: results already given
| Molecule | KB-V1 cytotox | GLP1R ag | GLP-1R inv ag | SW480 rereplic | HT1080NT lethal | TDP43 rescue | HT1080 IDH1KD tx | HEK293 tox | KB-3-1 cytotox |
| --- | --- | --- | --- | --- | --- | --- | --- | --- | --- |
| COc1ccc(NC(=O)c2ccc(-n3cncn3)c([N+](=O)[O-])c2)cc1 | 19% | 7% | 4% | -6% | u | -19% | 16% | -13% | 0% |
| Nc1ccccc1-c1ccccc1N | 12% | -3% | 0% | -6% | 2% | u | 16% | 8% | 10% |

Source: PubChem BioAssay (National Center for Advancing Translational Sciences (NCATS))
